HMGR II inh: inhibitors of class II HMG-CoA reductase from Enterococcus faecalis; inhibition, % at 10 µM; actives 0.41% (n = 190,000); AID 1066; purified E. faecalis HMGR, NADPH absorbance 340 nm kinetic;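 active = inhibition above a set limit, the median over all tested compounds plus 3 SD, cut at about 9.5% in these data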;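 also: enzyme runs in reverse so mevalonate oxidation gives rising NADPH absorbance; 0% = complete reaction with DMSO and 100% = background rate lacking mevalonate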
RAM inhibit: blocks the yeast RAM network. S. cerevisiae dse1pr::URA3 reporter, 5-FOA growth OD615, 2 d; analog-sensitive cbk1-as2 kinase mutant strain. actives 1.8% (n = 190,000). AID 868. inhibition, % at 50 µM;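 active = inhibition above a set limit, 3 SD over mean compound inhibition, cut at about 8.4% in these data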;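 also: 0% = DMSO-only wells with no growth and 100% = 10 µM 1-NA-PP1 full growth; inhibition rescues growth on 5-FOA so higher OD means more RAM inhibition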
SRC2 TRFRET art: flags TR-FRET format artefacts in PPARgamma SRC-2 recruitment agonist screen; TR-FRET artefact counter-screen; stronger effect = higher value; TR-FRET ratio at 8 µM; actives 0.4% (n = 200,000); AID 1049; in the data active = TR-FRET ratio above about 2000; also: inactives centre near 1500; reference of the scale not given here
PPARg SRC2 recr: agonists of SRC-2 recruitment by human PPARgamma. P37231. PPARgamma LBD-SRC-2 recruitment, biochemical. activation, % at 8 µM. actives 0.34% (n = 200,000). AID 1032; in the data active = activation above about 22%;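 also: 0% = vehicle and 100% = reference agonist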
L major viab: inhibitors of Leishmania major promastigote growth | Leishmania major promastigotes, resazurin fluorescence viability | inhibition, % at 10 µM | actives 9% (n = 200,000) | AID 1063; in the data active = inhibition above about 50%;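 also: promastigotes grown with compound for 44 hours at 28 °C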
S1P3 antag: S1P3 (human) receptor antagonism; inhibition, % at 4.98 µM; CHO S1P3 NFAT-BLA reporter, FRET fluorescence, antagonist mode; Q99500; actives 0.27% (n = 170,000);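 active = inhibition above the plate cutoff, the mean inhibition of test wells on that plate plus 3 SD, cut at about 28% in these data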;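 also: cells challenged with S1P at its EC80 of 0.8 µM; blue over green emission ratio from cleaved BLA substrate after 4 h stimulation; 0% = S1P-stimulated wells and 100% = unstimulated DMSO-only wells; some compounds past the cut are filed as inactive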
Target sequence (Q99500 whole entry, looked up): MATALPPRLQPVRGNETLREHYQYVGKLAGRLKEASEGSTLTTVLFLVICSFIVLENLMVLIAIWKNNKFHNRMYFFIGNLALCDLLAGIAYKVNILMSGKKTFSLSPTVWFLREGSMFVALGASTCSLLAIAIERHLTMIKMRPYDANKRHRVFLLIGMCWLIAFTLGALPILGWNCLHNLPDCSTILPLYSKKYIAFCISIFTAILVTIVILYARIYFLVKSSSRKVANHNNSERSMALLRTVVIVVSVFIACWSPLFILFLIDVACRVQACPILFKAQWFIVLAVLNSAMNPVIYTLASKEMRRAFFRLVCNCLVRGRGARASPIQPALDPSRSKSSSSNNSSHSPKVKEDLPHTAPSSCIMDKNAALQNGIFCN
PPARg SRC3 recr: PPARgamma-driven SRC-3 recruitment agonism; activation, % at 8 µM; P37231; actives 0.26% (n = 200,000); AID 731; biochemical PPARgamma/SRC-3 coactivator recruitment assay; in the data active = activation above about 23%;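 also: 0% = DMSO and 100% = reference agonist; some compounds past the cut are filed as inactive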
PPARg SRC-1 ag: PPARgamma-driven SRC-1 recruitment agonism | P37231 | PPARgamma-SRC-1 coactivator recruitment biochemical assay | activation, % at 8 µM | actives 0.41% (n = 200,000) | AID 631; in the data active = activation above about 19%;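 also: 0% = DMSO and 100% = reference agonist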
bIAP inh: intestinal alkaline phosphatase (bovine) inhibition; purified bovine IAP, CDP-star luminescence, 30 min; inhibition, % at 20 µM; 190,000 tested, under 10 active;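 active = over 50% inhibition of intestinal alkaline phosphatase at 20 µM in the single-dose screen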
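Assay system: bovine IAP enzyme; medium: DEA buffer 100 mM, pH 9.8, with MgCl2 1.0 mM, ZnCl2 0.02 mM; doses: 20 µM single dose; incubation: enzyme reaction for 30 min at room temperature; detection: CDP-star luminescence signal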
DTT redox prof: compounds producing H2O2 with reducing agent – biochemical, NIH compound library profiling, artefact control for MLSCN library redox annotation, primary screen. activation, % at 10 µM. actives 0.03% (n = 200,000). DTT-dependent redox cycling H2O2, phenol red/HRP absorbance; 100% = 100 µM peroxide control, 0% = buffer;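 active = activation of at least 50% relative to the plate's high and low controls in the primary single-dose screen; inactive = activation below 50%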;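 also: compound incubated with DTT at 0.8 mM final as the reducing agent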
ROMK mod: modulators of human ROMK potassium channel | B-score at 10 µM | actives 2% (n = 130,000) | Tet-inducible ROMK, thallium flux fluorescence; actives lie on both sides | P48048;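 active = signal ratio slope over the read window, or its plate-corrected B-score, at least 3 SD from the plate mean, either direction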;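 also: B-score of the F/F0 ratio slope over 7 to 12 s after thallium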
Target sequence (P48048 whole entry, looked up): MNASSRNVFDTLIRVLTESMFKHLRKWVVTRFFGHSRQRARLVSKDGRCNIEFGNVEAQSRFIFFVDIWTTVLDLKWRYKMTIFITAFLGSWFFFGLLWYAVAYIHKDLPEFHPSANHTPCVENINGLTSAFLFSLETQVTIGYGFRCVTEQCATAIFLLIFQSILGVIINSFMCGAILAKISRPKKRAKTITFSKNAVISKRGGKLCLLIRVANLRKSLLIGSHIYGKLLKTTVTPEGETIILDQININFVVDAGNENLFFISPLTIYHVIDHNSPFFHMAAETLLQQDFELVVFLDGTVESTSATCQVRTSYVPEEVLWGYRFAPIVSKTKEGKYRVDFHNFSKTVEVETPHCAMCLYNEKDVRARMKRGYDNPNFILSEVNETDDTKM
Active calls of the source: *; . = no result given. Rows were taken by chance, and some 13% of all compounds hit somewhere here.

The line under a structure holds: HMGR II inh	RAM inhibit	SRC2 TRFRET art	PPARg SRC2 recr	L major viab	S1P3 antag	PPARg SRC3 recr	PPARg SRC-1 ag	bIAP inh	DTT redox prof	ROMK mod
> COC(=O)Nc1ccc(NC(C)=O)cc1
  -1	0.5	1369	-5	-2	-4	-4	-2	15	3.3	.
> CCOC(=O)N1CCN(C(=O)C2CCN(S(=O)(=O)c3cc(Cl)ccc3Cl)CC2)CC1
  4	1.8	1545	4	99*	2	3	10	-4	-0.5	0.32
> COc1ccc(NC(=S)Nc2ncccc2C)c(OC)c1
  1	-0.9	1610	-6	3	.	-4	0	33	-7.5	-0.88
> C/C(=N\Nc1nc2ccccc2[nH]1)c1cccs1
  -10	0.0	1615	11	77*	9	5	14	1	-0.2	0.075
> Cc1ccc(NC(=O)Cc2nc(CSc3nnc(-c4ccc5c(c4)OCO5)o3)cs2)cc1
  -1	4.6	1796	14	87*	6	2	3	18	-0.9	.
> CCCCOc1ccccc1P(=O)(O)CP(=O)(c1ccccc1)c1ccccc1
  -2	1.9	1482	-3	0	.	-2	-8	0	0.8	-0.22
> Cc1nn(C)c(C)c1CN(C)C(=O)c1cnn2c1NC(c1ccccc1)CC2C(F)(F)F (centres undefined)
  -3	-1.0	1471	0	17	-40	1	10	-7	1.5	.
> CN(C)CC(=O)N1c2ccccc2CCc2ccc(NC(=O)c3ccc(N)cc3)cc21
  1	0.2	1589	17	13	-50	15	1	0	1.4	.
> CC1(C)Cc2nc(-c3ccccc3)n3cnnc3c2CO1
  0	-0.7	1306	1	-1	.	-6	-2	3	0.7	0.023
> CC(CC(=O)Nc1ccc2c(c1)OCCO2)c1ccccc1 (centres undefined)
  -7	2.7	1470	1	-3	.	11	4	27	-3.6	.
> COC(=O)c1ccc(N2CCOCC2)c(F)c1
  -1	-2.0	1336	7	-2	.	-13	-4	9	0.2	1.3
> CCN(CC)C(c1ccc(F)cc1)c1nnnn1CC1CCCO1 (centres undefined)
  -10	2.4	1494	-6	-1	.	8	1	10	-0.2	.
> O=C(Oc1cccc2cccnc12)c1ccc(N2C(=O)C3C4CCC(C4)C3C2=O)cc1 (centres undefined)
  -7	3.3	1623	-2	99*	-14	3	-3	-2	-0.5	0.72
> CCc1nnc(NC(=O)CSc2ccc(-c3ccccc3OC)nn2)s1
  -3	0.4	1657	3	-10	5	2	1	-8	0.0	-0.33
> COc1cccc(OC)c1C(=O)Nc1ccc(N2CCN(S(C)(=O)=O)CC2)cc1
  2	-1.1	1507	-6	-3	-31	-5	-6	2	0.6	.
> Cc1nnc2sc(-c3ccco3)nn12
  1	3.6	1532	4	-3	6	2	4	15	0.4	.
> CC1=CC(C)(C)N(S(=O)(=O)c2ccc(F)cc2)c2ccccc21
  -7	5.5	1498	7	48	.	7	-2	.	0.2	1.6
> CCCCCCNC(=O)c1c(N)n(/N=C/c2ccco2)c2nc3ccccc3nc12
  .	.	1767	2	-5	-34	9	7	.	1.8	.
> COc1cc(Cl)c(C)cc1NC(=O)COC(=O)c1cnc(C)cn1
  -3	3.0	1559	0	-8	17	6	7	10	1.2	0.5
> CC(CNC(=S)Nc1cc(F)cc(F)c1)CSc1ccc(Cl)cc1 (centres undefined)
  -10	5.7	1627	5	48	10	6	11	26	0.7	.
> Cc1cc(-c2ccccc2)nc2cc(C(N)=O)nn12
  -5	0.3	1723	4	-5	8	2	1	2	-0.4	-0.0055
> CCN(CC)S(=O)(=O)c1ccc(Cl)c(NC(=O)CSc2nnc(-c3cccs3)o2)c1
  -1	2.1	1575	7	44	9	0	-4	-2	0.4	1.6
> CCCNC(=O)Nc1cc(C)on1
  0	1.3	1510	-4	-2	-1	-1	4	-2	1.9	0.49
> CNC(=S)Nc1ccc([N+](=O)[O-])cc1
  -3	1.6	1550	5	7	-23	2	7	-7	-1.6	-0.052
> O=C(Nn1c(C2CCC2)nc2ccccc2c1=O)c1cccs1
  0	1.0	1642	6	-9	-15	2	8	0	-0.8	.
> c1ccc(-c2nnc(SCCC3OCCCO3)o2)cc1
  -3	0.3	1453	1	-3	.	0	-2	-8	-8.9	.
> COc1ccc(-n2nc(C(=O)Nc3ccc4c(c3)OCO4)c3ccccc3c2=O)cc1
  -6	2.6	1542	1	11	38	-7	1	0	-2.5	.
> O=C(NCc1ccco1)c1ccc(COCC(F)(F)C(F)F)cc1
  -3	0.5	1572	-7	-3	14	-8	-1	6	1.1	0.078
> On1c(-c2ccco2)nc2c1CCc1nonc1-2
  -1	0.6	1545	0	-1	11	1	-1	5	-1.3	.
> COc1ccc(CC(=O)Nc2ccc(OC)nc2)cc1
  -2	-1.0	1673	-6	-3	-1	-3	3	-8	-2.3	0.014
> Cc1ccccc1OCc1nc(C#N)c(N2CCCC2)o1
  2	-0.1	1522	-4	0	1	-4	-8	25	-0.5	.
> O=c1cc(-c2ccc(O)cc2)oc2cc(O)c(C3OC(CO)C(O)C(O)C3O)c(O)c12 (centres undefined)
  -1	1.0	1517	6	-5	-3	0	8	11	0.1	.
> CN(C)CCCNC(=O)/C=C/c1ccc(OCc2c(F)cccc2Cl)cc1
  -2	1.2	1637	5	89*	9	2	6	1	-0.1	-1.9
> COc1cccc(/C=C/C(=O)Nc2ccccc2N2CCOCC2)c1
  -2	-1.1	1356	-9	11	-7	0	1	-8	-0.4	0.45
> CCN1/C(=C/c2ccc3cc(C)ccc3[n+]2CC)Sc2ccccc21
  -7	-2.6	1647	13	100*	33*	8	9	-23	0.6	.
> O=C(Cc1ncc(C(F)(F)F)cc1Cl)NC1CC1
  0	1.9	1751	0	-13	-15	0	0	-4	-0.4	0.055
> CCOC(=O)C1CCN(C(=O)Cn2cc(C(=O)OC)c3ccccc32)CC1
  -4	0.9	1557	0	-2	2	2	-3	-6	0.0	-0.19
> Cc1oc2c(cc(NS(=O)(=O)c3ccc4c5c(cccc35)C(=O)N4)c3ccccc32)c1C(=O)OC(C)C
  5	9.2*	1686	9	58*	.	12	4	2	0.7	.
> O=[N+]([O-])c1ccc(C(=S)N2CCN(Cc3ccccc3)CC2)cc1
  1	1.1	1607	2	-9	.	11	2	1	-0.6	.
> FC(F)(F)c1cnc(-c2cnc(-c3cccnc3)nc2)c(Cl)c1
  -6	3.2	1571	7	-6	-14	3	7	-7	10	0.86
> COCCCN1CCN(C2Cc3ccccc3Sc3ccc(Cl)cc32)CC1 (centres undefined)
  -2	-0.3	1424	2	78*	-22	5	13	15	0.7	-0.11
> N#Cc1cccc(NC(=O)c2nc(-c3ccccc3)n(-c3ccccc3)n2)c1
  -4	3.9	1551	6	18	3	-11	-1	6	0.1	-0.9
> O=C(Cc1csc(Nc2nc(=S)[nH]c3ccccc23)n1)NCCCN1CCN(c2ccccc2F)CC1
  3	6.2	1736	-5	22	-9	7	5	-7	-0.5	-1.2
> CCCn1nc2cc(C(=O)NCCCCc3ccccc3)ccc2c1OCC
  -4	1.1	1489	4	4	.	2	7	3	-6.0	-0.061
> Cc1occc1C(=O)NCCc1ccc(Cl)cc1
  0	1.5	1610	2	-2	.	4	-2	5	0.1	-0.56
> NS(=O)(=O)c1ccc(CCNC2CC(=O)N(Cc3ccccc3)C2=O)cc1 (centres undefined)
  2	0.5	1453	4	-3	4	10	9	10	-0.4	.
> COc1ccc(NC(=O)c2ccc(S(=O)(=O)N(C)C)cc2)cc1
  -3	1.4	1436	6	1	-9	-5	1	2	-0.9	-0.13
> O=C(NCC1CCCO1)C1CC(c2ccccc2Cl)=NO1 (centres undefined)
  -3	1.4	1484	-6	-2	.	8	2	7	0.2	0.89
> O=c1[nH]c(C2CCCN(S(=O)(=O)c3ccc(F)cc3)C2)nc2c1nnn2Cc1ccccc1 (centres undefined)
  0	7.9	1724	9	3	2	3	3	-6	0.4	-1.6
> O=C(NCCc1cccs1)C1CC(c2ccc([N+](=O)[O-])cc2)=NO1 (centres undefined)
  -4	0.4	1391	-12	-2	.	0	-3	12	-3.7	.
> Cc1ccc(NC(=O)COC(=O)CCC(=O)c2ccc(C(C)(C)C)cc2)c([N+](=O)[O-])c1
  2	14*	1600	1	-3	2	-1	3	-7	0.1	-0.39
> CCc1ccc2c(c1)C(c1cccs1)=NNC(c1cccnc1)=N2
  1	0.9	1517	8	15	.	11	-2	13	-6.8	1.1
> Cc1cc(C)c(S(=O)(=O)n2ccc3ccccc32)c(C)c1
  -4	0.7	1280	-5	9	.	3	1	.	0.6	-0.34
> O=C(COC(=O)c1ccc(Cl)nc1)Nc1ccc2c(c1)OCO2
  2	2.3	1714	10	-7	-11	2	9	-10	0.0	0.15
> COC(=O)CSc1nnc(CSc2nc(C)cc(C)n2)o1
  -6	0.1	1677	7	-5	-4	-3	3	17	0.6	1.3
> CC(NS(=O)(=O)c1ccc(OCC(=O)Nc2cccc([N+](=O)[O-])c2)cc1)c1ccccc1 (centres undefined)
  1	3.7	1622	1	38	16	4	6	29	-0.3	.
> Cc1noc(C)c1N=Nc1ccc(Br)cc1C(=O)O
  3	1.6	1674	4	-5	11	-1	2	-4	0.7	0.29
> CN1C(=O)Cc2cc(S(=O)(=O)NCc3cccs3)ccc21
  -10	-0.4	1464	-6	9	6	-3	-6	0	-0.2	-0.11
> CCCCCOc1ccc(N2C(=O)CC(N(O)c3ccccc3)C2=O)cc1 (centres undefined)
  -1	1.6	1594	4	-1	-14	7	1	2	-3.2	-0.46
> Cc1cc(C)nc(SCCC(=O)N2CCOCC2)n1
  3	0.5	1512	-3	-4	10	-6	-6	12	0.3	.

Remaining list, next part.
The line under a structure holds: HMGR II inh	RAM inhibit	SRC2 TRFRET art	PPARg SRC2 recr	L major viab	S1P3 antag	PPARg SRC3 recr	PPARg SRC-1 ag	bIAP inh	DTT redox prof	ROMK mod
> O=C(O)C1C2C=CC(C2)C1C(=O)Nc1nccs1 (centres undefined)
  0	1.2	1436	-3	2	.	-6	2	8	0.1	0.41
> O=P(COCCOCP(=O)(c1ccccc1)c1ccccc1)(c1ccccc1)c1ccccc1
  -3	2.3	1320	-6	0	.	0	-3	-3	-3.6	.
> CC(NC(=O)c1ccccc1)c1nc2ccccc2n1Cc1ccccc1F (centres undefined)
  1	1.1	1641	4	53*	.	-10	8	-2	1.2	.
> CC12CN3CC(C)(CN(C1)C3c1ccc(Br)cc1O)C2 (centres undefined)
  0	0.5	1665	5	-14	.	-2	6	4	0.3	-1.1
> Cc1cc(NC(=O)CN2C(=O)/C(=C/c3cccc(Br)c3)SC2=S)no1
  -2	6.3	1574	-8	-6	-6	-2	-5	8	0.2	-4.2*
> CCOC(=O)c1cnc(Nc2nc3ccccc3o2)nc1CSc1nnc(C)s1
  .	.	1597	3	7	44	7	5	.	0.2	0.34
